TRHR agonist – qHTS for Small Molecule Agonists and Allosteric Enhancers of Human TRH Receptor: Primary Screen for Agonists; Thyrotropin-releasing hormone receptor (Homo sapiens), P34981; TRHR cells, calcium flux fluo-8, FDSS agonist mode; activation, % at 2 µM; hit rate 0.18% among 360,000; AID 493084, 2011; in the data active = activation above about 30%; also: 0% is about no effect
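Steps: seed TRHR cells overnight; add fluo-8 no-wash Ca dye, RT 30 min–1.5 h; record 10 s baseline; pin-transfer compounds; monitor fluorescence 1 cycle/s for the agonist window. Calcium increases flag candidate agonists.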
TRHR PAM – qHTS for Small Molecule Agonists and Allosteric Enhancers of Human TRH Receptor: Primary Screen for Enhancers; hit rate 0.66% among 360,000; Thyrotropin-releasing hormone receptor (Homo sapiens), P34981; enhancement, % at 2 µM; TRHR cells, fluo-8 calcium fluorescence, EC20 TRH enhancement; in the data active = enhancement above about 30%; also: 0% is about no effect
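Enhancer read-out: after compound pinning and an initial kinetic agonist-mode read, an EC20 of TRH (10 nM final) was injected and fluo-8 calcium signal (Ex 480/Em 530) followed at 1 s/cycle for 100 cycles in TRHR-expressing cells.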
D1 PAM – Potentiators of Human D1 Dopamine Receptor: qHTS. D(1A) dopamine receptor (Homo sapiens), P21728. HEK293 TREx D1 cells, calcium flux, dopamine EC20 potentiation. potentiation, % at 10 µM. hit rate 0.036% among 360,000. AID 504651, 2011; in the data active = potentiation above about 30%; also: 0% is about no effect
Target sequence (P21728 whole entry, looked up): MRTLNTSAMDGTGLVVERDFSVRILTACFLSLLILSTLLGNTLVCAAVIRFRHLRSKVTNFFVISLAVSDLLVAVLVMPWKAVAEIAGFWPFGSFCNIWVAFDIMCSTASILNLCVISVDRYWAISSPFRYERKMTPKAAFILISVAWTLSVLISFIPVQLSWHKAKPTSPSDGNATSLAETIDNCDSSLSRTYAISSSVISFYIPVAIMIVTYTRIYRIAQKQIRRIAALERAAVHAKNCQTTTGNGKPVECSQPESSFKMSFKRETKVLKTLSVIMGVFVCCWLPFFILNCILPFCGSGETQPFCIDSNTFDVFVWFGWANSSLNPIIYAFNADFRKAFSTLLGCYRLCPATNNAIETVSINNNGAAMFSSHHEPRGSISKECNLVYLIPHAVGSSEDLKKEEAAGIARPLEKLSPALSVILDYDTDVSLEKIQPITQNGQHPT
D2 PAM – HTS Assay for Positive Allosteric Modulators of the Human D2 Dopamine Receptor: Primary Screen for Potentiators | HEK293 T-REx D2, calcium flux, EC20 dopamine potentiation | hit rate 0.34% among 340,000 | D(2) dopamine receptor (Homo sapiens), P14416 | potentiation, % at 10 µM | AID 485347, 2010;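 active = potentiation over 3 SD above the plate norm, cut at about 30% in these data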; also: 0% is about no effect
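Cells plated with tetracycline inducer and held overnight at 30 C; calcium dye loaded 30–90 min at room temperature; baseline taken, compound added and read 180 s; EC20 dopamine then added and read 180 s.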
D1 antag – Antagonist of Human D 1 Dopamine Receptor: qHTS. AID 504652, 2011. hit rate 3.2% among 360,000. activity change, negative = inhibition, % at 10 µM. D(1A) dopamine receptor (Homo sapiens), P21728. HEK293 TREx D1 cells, calcium flux, dopamine EC80; active compounds read low; in the data active = activity change below about -30%; also: % is scaled to controls: 0 for no effect and ±100 for the full control effect
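Inducible Hek293 Trex D1 cells (tetracycline, overnight, 30 C). Calcium dye 30–90 min RT. Antagonist mode: EC80 dopamine added after 180 s compound read.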
D1 agonist – Allosteric Agonists of the Human D1 Dopamine Receptor: qHTS; AID 504660, 2011; activation, % at 2 µM; HEK293 T-REx D1 cells, calcium flux, agonist mode; hit rate 1% among 360,000; in the data active = activation above about 30%; also: 0% is about no effect
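Agonism was scored from calcium flux recorded over 180 s (1 read/s) after pintool compound addition, following a 10-cycle baseline. Cells were inducible force-coupled HEK293 TREx D1, plated overnight at 30 C and loaded with no-wash calcium dye.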
RXFP1 antagonist – qHTS Assay for Antagonists of the Relaxin Receptor RXFP1; HEK293-RXFP1, relaxin-stimulated cAMP HTRF, 30 min; active compounds read low; activity change, negative = inhibition, % at 57.5 µM; hit rate 0.59% among 350,000;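 active = activity change of -60% or lower, but not beyond a set lower limit; inconclusive = change between -60% and -40%, or beyond the set limit; inactive = change above -40%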; also: % is scaled to controls: 0 for no effect and ±100 for the full control effect
Anesthetic bind – qHTS Assay for Identification of Novel General Anesthetics; AID 485281, 2010; hit rate 0.074% among 350,000; Potency, µM (highest dose often 77.5 µM), without a hit: top-dose activity change, negative = displacement, most hits filed as inhibitors; apoferritin/1-aminoanthracene competitive binding, fluorescence; Ferritin light chain (Equus caballus), P02791; also: potency is read from the fitted curve at half-maximal effect; % is scaled to controls: 0 for no effect and ±100 for the full control effect; nearly all actives have a fitted effect of over 20% in size
Target sequence (P02791 2-175 limits assumed): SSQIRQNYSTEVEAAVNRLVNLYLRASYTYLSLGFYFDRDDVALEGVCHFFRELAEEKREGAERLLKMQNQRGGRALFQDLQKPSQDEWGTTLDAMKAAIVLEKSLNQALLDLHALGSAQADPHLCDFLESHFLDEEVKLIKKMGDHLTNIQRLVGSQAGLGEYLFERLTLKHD
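Horse-spleen apoferritin (10 uM) in 50% saturated 1-aminoanthracene in PBS was incubated 10 min at room temperature with compound. Fluorescence (ex 380, em 535 nm) was normalized to free and bound 1-AMA, with concentration-response fitted by a four-parameter Hill equation.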
RXFP1 agonist – qHTS Assay for Agonists of the Relaxin Receptor RXFP1 | Relaxin receptor 1 (Homo sapiens), Q9HBX9 | HEK293T-RXFP1 cAMP TR-FRET, 30 min; response scale: percent of porcine relaxin response, buffer zero | Potency, µM (top dose mostly 57.5 µM), inactives show at the top dose activation, usual class: activators | hit rate 0.3% among 370,000; also: potency is read from the fitted curve at half-maximal effect; % is scaled to controls: 0 for no effect and ±100 for the full control effect; nearly all actives have a fitted effect of over 60% in size; many of its hits are not listed in these tables
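Agonist response is measured as cAMP accumulation in an RXFP1-transfected HEK293T line under PDE4 inhibition. Values are scaled between buffer-only and 29 nM porcine relaxin, and EC50s come from standard Hill equation fits.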
An asterisk follows results filed as active; ? = inconclusive; nt = not tested or not shown; & = joins results of further samples; [ ] = remark or other dose. Unless noted, calls follow the shape of the dose curve; as a rule, active = well fitted curve in the direction sought with a large enough effect; inconclusive = small, poorly fitted or top-dose-only effect, or another doubt; inactive = no such curve, though single readings can be large; an effect the other way counts as inactive or inconclusive. A portion of the library; the hit share may differ from the screen's.

Sample of the layout:
no.	Structure	RXFP1 antagonist	TRHR PAM	Anesthetic bind	D2 PAM	D1 PAM	D1 antag	RXFP1 agonist	D1 agonist	TRHR agonist
1	OCCC1CN(Cc2cccn2-c2cccnc2)CCN1Cc1ccc(F)cc1 (stereo unspecified)	-6	8	-10%	14	1	5	0.3%	5	-0.2
2	O=C(NCc1cccnc1)C(=O)Nc1nc(-c2ccccc2)cs1	-8	0	-6%	6	3	-6	-2.5%	1	-0.2

The list itself (from the top)
no.	Structure	RXFP1 antagonist	TRHR PAM	Anesthetic bind	D2 PAM	D1 PAM	D1 antag	RXFP1 agonist	D1 agonist	TRHR agonist
1	OCCC1CN(Cc2cccn2-c2cccnc2)CCN1Cc1ccc(F)cc1 (stereo unspecified)	-6	8	-10%	14	1	5	0.3%	5	-0.2
2	O=C(NCc1cccnc1)C(=O)Nc1nc(-c2ccccc2)cs1	-8	0	-6%	6	3	-6	-2.5%	1	-0.2
3	Cc1nn(Cc2ccccc2)c(Cl)c1C(=O)OCc1nnc(-c2ccccc2)o1	-25	-1	-8%	-2	-9	-7	2.3%	16	0.6
4	Cc1cc(-c2nsc(=O)o2)c(S(C)(=O)=O)s1	1	4	0%	7	1	1	0.6%	-2	0.7
5	COc1ccc(C(NC(=O)/C=C/c2ccco2)c2ccc(OC)c(OC)c2)cc1 (stereo unspecified)	-4	0	9%	-2	7	9	-0.5%	5	0.6
6	O=S(=O)(NCCc1ccccc1)c1cccc2cccnc12	12	-3	-12%	2	1	9	-1.7%	0	-0.4
7	COc1cccc(C(C)NC(=O)c2c(F)cccc2Cl)c1 (stereo unspecified)	-3	-2	4%	14	4	-5	-1.8%	1	-0.2
8	Cc1nonc1NC(=O)c1oc2ccc(F)cc2c1C	6	-2	-1%	-5	-1	-12	?	0	-0.5
9	COc1cccc(CNCC(=O)N2C(C)CCCC2C)c1 (stereo unspecified)	1	1	-13%	18	6	-4	1.6%	3	-0.2
10	Cc1noc(NC(=O)c2c(-c3c(Cl)cccc3Cl)noc2C)c1[N+](=O)[O-]	-5	-3	-9%	1	-2	6	1.0%	5	0.7
11	Cc1cc(C(=O)N/N=C/c2c[nH]c3ccccc23)cs1	-5	-6	3%	-9	-3	-10	7.8%	5	-0.2
12	CC(C)CN1CCN(Cc2nc3ccccc3s2)CC1CCO (stereo unspecified)	-12	-9	-7%	-1	-3	-13	0.5%	5	0.2
13	CC(=O)c1cccc(N(CC(=O)Nc2ccc(F)cc2F)S(C)(=O)=O)c1	4	7	-13%	-7	0	6	0.5%	1	0.3
14	Cc1cc(NC(=O)C(=O)c2c(C)[nH]c3ccccc23)no1	-6	-5	-5%	4	-15	6	0.7%	4	0.2
15	COc1cc(C(=O)Nc2cc(C(F)(F)F)ccc2Cl)cc(OC)c1OC	nt	11	-20%	1	2	-4	3.6%	1	0.1
16	OCC[C@@H]1C[C@@H](O)[C@H](O)[C@]2(Cc3ccccc3CCO2)O1	nt	1	-13%	-15	-4	-4	-0.5%	0	-0.2
17	Cc1ccc2nc(NCc3ccccc3)[nH]c2c1	-12	13	-17%	-18	-9	-3	-0.5%	2	-1.1
18	CN(Cc1ccn[nH]1)C(=O)C1CCC(=O)N(Cc2cccc(C(F)(F)F)c2)C1 (stereo unspecified)	-1	1	-3%	-4	1	0	2.3%	3	0.2
19	Cc1ccc(NC(=O)Cn2nnc(C(=O)NCc3ccco3)c2N)cc1	-6	5	?	1	-1	7	-0.7%	0	-0.4
20	Cc1cnc(NS(=O)(=O)c2ccc(Cl)cc2)c(Br)c1	-6	3	1%	3	-1	-38*	-2.3%	1	-0.8
21	CC1(C)OC(C)(C)/C(=C/Nc2ccccc2)C1=O	-9	2	-9%	0	0	-7	1.4%	0	0.2
22	Cc1ccc(NC(=O)C2CC(c3ccc(F)cc3)=NO2)cc1 (stereo unspecified)	-10	5	-5%	nt	-6	-2	0.6%	8	-0.3
23	Cc1ccc(NC(=O)CCN2C(=O)C3CCCCC3C2=O)cc1[N+](=O)[O-] (stereo unspecified)	23	1	nt	12	-3	-3	1.7%	-1	-0.2
24	CC(=NCc1ccco1)c1c(O)n(C2CCCCC2)c(=O)[nH]c1=O	4	2	-23%	-4	8	2	-0.1%	1	-0.7
25	O=C(c1ccc(CSc2nc3ccncc3n2Cc2ccc(F)cc2)cc1)N1CCCCCC1	-10	-5	-21%	20	-4	-5	7.8%	-1	-0.2

The last 5 entries of the part above are carried over, then new ones follow:
no.	Structure	RXFP1 antagonist	TRHR PAM	Anesthetic bind	D2 PAM	D1 PAM	D1 antag	RXFP1 agonist	D1 agonist	TRHR agonist
21	CC1(C)OC(C)(C)/C(=C/Nc2ccccc2)C1=O	-9	2	-9%	0	0	-7	1.4%	0	0.2
22	Cc1ccc(NC(=O)C2CC(c3ccc(F)cc3)=NO2)cc1 (stereo unspecified)	-10	5	-5%	nt	-6	-2	0.6%	8	-0.3
23	Cc1ccc(NC(=O)CCN2C(=O)C3CCCCC3C2=O)cc1[N+](=O)[O-] (stereo unspecified)	23	1	nt	12	-3	-3	1.7%	-1	-0.2
24	CC(=NCc1ccco1)c1c(O)n(C2CCCCC2)c(=O)[nH]c1=O	4	2	-23%	-4	8	2	-0.1%	1	-0.7
25	O=C(c1ccc(CSc2nc3ccncc3n2Cc2ccc(F)cc2)cc1)N1CCCCCC1	-10	-5	-21%	20	-4	-5	7.8%	-1	-0.2
26	CC(C)[C@H](NC(=O)C1CCN(C(=O)[C@H](Cc2ccccc2)NC(=O)OC(C)(C)C)CC1)C(=O)O	6	0	1%	10	2	9	-0.3%	1	0.3
27	Cc1ccc(C(=O)Nc2scc(-c3ccccc3)c2C(=O)O)o1	-17	0	-7%	-5	8	1	2.7%	2	0.1
28	N#Cc1cc2ccc(N3CCOCC3)cc2cc1C#N	18	-11	25%	13	-2	-15	16%	14	-0.2
29	CCOc1ccc(C2NC(=O)NC(C)=C2C(=O)OCc2ccccc2)cc1 (stereo unspecified)	-2	6	-10%	6	-9	-5	-3.3%	-1	-0.4
30	O=C(CSc1nccn1Cc1ccc(F)cc1)NC1CCCC1	-5&0	-1&-4	-13%&3%	0&5	-4&-2	9&2	1.5%&-0.5%	1&0	0.4&0.1
31	Cc1ccc(Nc2nc3c(c(=O)[nH]2)CCCC3)cc1	-8	5	-8%	-6	-3	-4	-3.4%	-1	-0.3
32	CCCCC(=O)Nc1ccc(NC(=O)c2ccccc2OC)cn1	3	-5	-15%	-2	3	10	1.7%	4	-0.7
33	COc1ccc(OC)c(NC(=O)COC(=O)c2ccc(S(=O)(=O)N3CCOCC3)cc2)c1	-5	11	-13%	-7	14	-51*	1.3%	2	-0.8
34	CC(=O)c1cccc(N=c2scc(-c3ccc(S(=O)(=O)N4CCOCC4)cc3)n2CCO)c1	-14	0	-11%	9	-4	-19	1.6%	22	0.5
35	Cn1cccc1Cc1nnc(SCC(=O)NCCc2ccccc2)n1-c1ccc(F)cc1	-21	-9	-2%	nt	0	-3	0.6%	1	-0.3
36	Cc1ccc(NC(=O)COC(=O)CCC(=O)c2ccc(Cl)cc2)cc1S(=O)(=O)N(C)C	9	-1	?	-5	2	3	-0.8%	2	-0.1
37	NS(=O)(=O)c1ccc(NC(=O)COC(=O)C2(c3ccc(F)cc3)CCCC2)cc1	-2	-6	-3%	5	22	-19	-0.7%	8	-0.3
38	Cc1ccccc1Oc1cc(NC(=O)CCCn2nc(C)c([N+](=O)[O-])c2C)cc([N+](=O)[O-])c1	nt	-1	?	20	-5	-22	-2.3%	1	-0.4
39	CCOc1cccc(C2C(C#N)=C(N)Oc3cc(C)oc(=O)c32)c1OCC (stereo unspecified)	-13	2	-6%	10	3	-1	-0.3%	1	-0.9
40	O=C(OCc1cccnc1)C1=Cc2ccccc2OC1	-9	-2	-5%	8	-14	-11	2.4%	2	-0.3
41	O=C1c2nc3cc(-c4ccco4)[nH]n3c(=O)c2CN1C1CCCCC1	-4	-3	38%[activator]	-8	3	1	7.8%	3	-0.7
42	Cc1ccc(C)c(NC(=O)Cn2c(=O)n(Cc3ccco3)c(=O)c3oc4ccccc4c32)c1	-16	-1	-22%	nt	-5	6	-1.5%	1	-1.1
43	O=C(c1cc2cc(F)ccc2[nH]1)N1CCN(c2ccc(F)cc2)CC1	-1	8	2%	-4	-6	-9	-3.4%	2	0.3
44	Nn1c(SCC(=O)NCc2ccccc2)nncc1=O	-5	7	-3%	-3	-1	-4	2.0%	1	0.6

Assay outcomes as filed in PubChem BioAssay.
